Growth percent in the NCI-60 one-dose screen (48 h, 10 µM unless noted): 100 = growth as untreated, 0 = no growth, -100 = all killed.
NCI-H522: NCI-H522 lung cancer. 8% of 78,000 active. AID 1794739
NCI-H23: NCI-H23 lung cancer; AID 1794731; 4% of 80,000 active
HCT-15: HCT-15 colon cancer. 5.2% of 82,000 active
COLO 205: COLO 205 colon cancer; 7.3% of 79,000 active
NCI-H322M: NCI-H322M lung cancer; 2.7% of 80,000 active
SW-620: SW-620 colon cancer | 5.2% of 82,000 active
HT29: HT29 colon cancer; 7.4% of 81,000 active; AID 1794748
NCI-H460: NCI-H460 lung cancer | AID 1794736 | 6.8% of 82,000 active
NCI-H226: NCI-H226 lung cancer | 3.5% of 79,000 active
Starred values were filed as active, the others as inactive; x = not tested or not shown; & = joins results of further samples. How the source made its calls: active means growth percent below 10; inactive means the rest. Compounds were not picked by outcome; 12% or so of the library scored in one or more.

SMILES	NCI-H522	NCI-H23	HCT-15	COLO 205	NCI-H322M	SW-620	HT29	NCI-H460	NCI-H226
Cn1c2nc(=O)[nH]nc2c2cc(Br)cc(Br)c21	x	93	92	118	123	97	103	93	x
Cn1cc(-c2cc(N)n3nc(-c4cn(C)c5ccccc45)cc3n2)c2cc(Br)ccc21	-63*	x	-79*	-79*	7.1*	-11*	-65*	-24*	2.4*
O=C1CCCCC1(CCc1ccncc1)CCc1ccncc1	65	81	102	94	100	101	83	103	74
O=S(=O)(CS(=O)(=O)Oc1ccccc1)Oc1ccccc1	82&113	93&104	100&100	103&118	103&111	102&105	104&108	106&107	97
CC(=O)NC(Cc1ccccc1)C(=O)Nc1ccc(Cl)cc1 (stereo unspecified)	86	91	98	104	113	96	83	99	100
C=CCn1c(SCC(=O)c2ccccc2)nnc1-c1cc(-c2ccc(S(C)(=O)=O)cc2)nc2ccccc12	80	98	93	112	94	98	107	100	86
COC(=O)C1=C(C(=O)c2ccc(Br)cc2)C(c2ccc(C(=O)OC)cc2)C(C#N)=C(N)O1 (stereo unspecified)	82	98	103	107	107	111	93	107	100
Nc1nc(OCc2ccccc2)c2[nH]cnc2n1	87	94	64	114	118	102	105	107	96
Cc1nc(SCC(=O)Nc2nccs2)n(Nc2ccc(Cl)cc2)c1C	112	109	103	123	132	123	108	106	94
Nc1cc(=O)n(C(=O)CSc2ncnc3c2c(-c2ccccc2)cn3-c2ccc(Cl)cc2)[nH]1	78	84	95	110	94	99	113	103	83
COc1ccc(C(=S)N2CCN(c3ccccc3Cl)CC2)cc1	72	97	101	103	98	106	90	107	94
COc1ccc(S(=O)(=O)ON=C2C=C(C)C(=O)C(C)=C2)cc1	x	98	86	89	103	61	93	106	x
CC(=O)Nc1ccc(Oc2cccc(Nc3ccc(Cl)c(C(F)(F)F)c3)c2)cn1	55	73	55	103	87	84	81	88	72
CC(C)=NOC(=O)Nc1cc(Cl)ccc1Cl	86	105	104	107	124	103	94	129	99
COc1ccc([C@@H](C[C@H](C)CO)c2cc3ccccc3o2)cc1	78	94	92	101	90	114	92	112	89
O=C(Nc1ccc(Nc2ccccc2)cc1)Nc1ccccc1Cl	186	104	71	140	94	99	94	87	98
C/C=C(C)/C=N/Nc1nc(-c2ccc(Br)cc2)cs1	82	90	94	112	98	97	104	97	99
Cc1ccc2nc(C[n+]3ccc4ccccc4c3)ccc2c1	47	42	99	27	98	80	37	55	69
CCN(CC)C(=O)c1ccccn1	84	100	106	106	94	100	92	108	98
CC(C)CCCCCOC(=O)c1ccccc1SSc1ccccc1C(=O)OCCCCCC(C)C	x	108	104	109	132	101	122	108	97
COc1cccc2nc(Nc3cccc(NC(=O)c4cc(-n5cnc(C)c5)cc(C(F)(F)F)c4)c3)ccc12	86	77	65	79	85	98	34	64	67
CC(C)c1sc(NC(=O)c2cc(NC(=O)c3cc(NC(=O)c4nccn4C)cn3C)cn2C)nc1C(=O)NCCCN(C)C	38	75	104	69	96	67	91	118	71
Cc1cccc(-n2c(C)nc3ccc(N4CCNC4=O)cc3c2=O)c1	94	101	111	95	90	103	102	104	100
CCOC(=O)C(NC(=O)c1ccccc1)C(=O)OCC	104	95	100	106	101	108	117	109	104
Cc1ccc(C)c(S(=O)(=O)NC2c3ccccc3Oc3ccccc32)c1	32	98	94	99	88	89	89	105	90
Next part
SMILES	NCI-H522	NCI-H23	HCT-15	COLO 205	NCI-H322M	SW-620	HT29	NCI-H460	NCI-H226
Nc1n[nH]c2cc(F)c([C@@H]3Nc4c(F)cc5[nH]ncc5c4[C@H]4C5CCC(C5)[C@@H]34)cc12 (stereo partly specified)	15	25	6.8*	-8.1*	57	27	17	2.3*	46
CC1=CC(=Nc2cc(Cl)c(O)c(Cl)c2)C=CC1=O	93	119	108	135	114	100	102	106	101
COc1ccc(-c2n[nH]c(=S)n2-c2cccnc2)cc1	98	104	100	110	92	107	109	104	102
Cc1cc2c(C(C)C)c(O)c(O)c(/C=N/O)c2c(O)c1-c1c(C)cc2c(C(C)C)c(O)c(O)c(/C=N/O)c2c1O	-26*	27	29	2.5*	36	23	1.4*	2.6*	33
C[C@]12CC[C@H]3[C@@H](CCC4=CC(=O)CC[C@@]43C)[C@@H]1[C@@H](O)C[C@@H]2C(=O)CO	x	112	107	111	100	106	112	113	111
NC(=O)N/N=C\c1c[nH]c2ccccc12	92	95	108	102	101	112	101	111	109
CCOc1ccccc1I	x	93	104	125	107	97	111	106	107
CCCC(CO)(CO)CO	93	99	101	111	98	97	101	106	96
COc1cc(-c2[nH]ncc2Nc2ccc(Cl)cc2)cc(OC)c1OC	52	56	60	107	64	83	74	74	73
CCc1ccnc2c(C#N)c(NC(=O)c3ccccc3)nn12	94	88	100	110	94	103	111	93	89
CN(C)c1nc(NCCNS(=O)(=O)c2ccc(C3=Nc4c(N)nc(N)nc4NC(c4ccc(F)cc4)C3)cc2)nc(N2CCOCC2)n1 (stereo unspecified)	91	93	94	99	86	94	80	83	78
COc1cc(-c2nc3ccc(/C=C/C(=O)c4ccc(C(F)(F)F)cc4)cc3s2)ccc1F	101	97	91	117	98	106	103	103	101
CCOc1cccc(NC2=C(Br)C(=O)C(C)=C(C)C2=O)c1	81	68	99	123	96	105	107	100	72
COC(=O)[C@]12CC[C@@H](C)[C@H](C)[C@@H]1C1=CC[C@@H]3[C@@]4(C)C=C(O)C(=O)C(C)=C4CC[C@@]3(C)[C@]1(C)CC2	-14*	22	25	37	83	28	12	47	22
COc1cc(/C(C#N)=C/c2nc3c(N4CCOCC4)nc(Cl)nc3n2C)cc(OC)c1OC	16	18	8.9*	x	29	20	9.9*	-3.8*	x
CCSC(=O)n1ncc2cc(Cl)ccc21	125	98	96	110	133	110	97	109	92
O=S(=O)(O)c1ccc(-c2ccc(S(=O)(=O)O)cc2)cc1	102	101	108	106	102	114	103	106	115
O=C(CO)NCCO	100	97	98	103	119	94	101	95	99
CS(=O)(=O)c1ccc(-n2nc(-c3ccc(F)cc3)c3ccccc3c2=O)cc1	97	101	89	102	105	101	101	100	100
COc1cc(Cn2cc3c(c2)-c2oncc2CC3)cc(OC)c1OC	-20*	16	16	-67*	-2.7*	27	x	3.9*	18
NNC(=O)C(N)=O	95	108	104	124	125	104	118	111	106
CCOC(=O)C/C(=C\c1ccccc1)C(C)=O	77	104	106	102	114	103	98	112	99
O=c1[nH]c(NCCO)nc2sc3c(c12)CCCC3	118	96	98	108	98	94	97	102	98
COc1ccc(-c2cc(-c3ccc(N(C)C)cc3)nc(NC(=O)c3cccnc3)n2)cc1	93	105	95	104	93	101	108	96	99
[C-]#[N+]c1c(-c2cc(OC)c(OC)c(OC)c2)cc(-c2ccc(N)cc2)nc1N	87	99	96	109	86	104	101	100	91

Looked up one by one from above (2):
SMILES	NCI-H522	NCI-H23	HCT-15	COLO 205	NCI-H322M	SW-620	HT29	NCI-H460	NCI-H226
Cc1ccc(C)c(S(=O)(=O)NC2c3ccccc3Oc3ccccc32)c1	32	98	94	99	88	89	89	105	90
Nc1n[nH]c2cc(F)c([C@@H]3Nc4c(F)cc5[nH]ncc5c4[C@H]4C5CCC(C5)[C@@H]34)cc12 (stereo partly specified)	15	25	6.8*	-8.1*	57	27	17	2.3*	46

Other compounds:
SMILES	NCI-H522	NCI-H23	HCT-15	COLO 205	NCI-H322M	SW-620	HT29	NCI-H460	NCI-H226
CC(C)(C)NC(N)=O	101	105	109	106	101	93	105	103	93
COc1ccc(Nc2cc(Cl)ccc2C(=O)O)cc1	86	93	99	119	96	x	x	x	119
N#Cc1c(N)nc2c(nnn2-c2cccc(Br)c2)c1N	86	89	104	105	98	97	102	97	96
CC(=O)[C@H]1CC[C@H]2[C@@H]3C[C@@H](O)C4=CC(=O)CC[C@]4(C)[C@H]3C(=O)C[C@]12C	92	105	125	96	104	104	93	109	x
CCOC(=O)c1c(C)nc2c(c(C)c(Cl)n2Cc2ccccc2)c1N	55	87	92	106	89	104	82	101	87
CN(Cc1ccccc1)c1nc(Cl)c(C2CC(c3ccc(Cl)cc3)=Cc3[nH][nH]c(=O)c32)s1 (stereo unspecified)	90	98	90	124	110	100	112	93	97
CC(=O)N1N=C(c2ccc(Br)cc2)CC1c1sc(N(C)Cc2ccccc2)nc1Cl (stereo unspecified)	71	86	87	107	102	103	90	98	99
c1cc(C2OCCO2)cs1	91	106	101	120	107	100	95	105	99
O=C1NC(=S)S/C1=C\c1ccc(Cl)cc1	93	85	97	112	93	99	102	100	92
NCCC[C@H](N)CC(=O)NC1CNC(=O)[C@H]([C@H]2C[C@H](O)N=C(N)N2)NC(=O)/C(=C/NC(N)=O)NC(=O)[C@H](CO)NC(=O)[C@H](CO)NC1=O (stereo partly specified)	104	x	104	109	114	103	105	106	99
CCn1cc(C(=O)NN2C(=O)c3ccccc3C2=O)c(=O)c2ccc(C)nc21	100	97	100	113	99	98	104	99	107
Clc1ccc(-c2ccc(-n3ccnc3)nn2)cc1	108	94	108	108	100	113	106	111	96
Nc1c(C(=O)Nc2cccc(Br)c2)sc2nc3c(cc12)C(=O)CCC3	-20*	34	33	-11*	65	25	8.2*	4.3*	75
O=C(Nc1ccc(-c2cc(C(=O)Nc3ccccn3)c3ncccc3n2)cc1)Nc1cc(C(F)(F)F)cc(C(F)(F)F)c1	48	53	71	91	90	93	92	57	87
Nc1ncnc2nc(N3CCCCC3)[nH]c12	97	97	102	101	112	104	93	107	98
CC(C)[C@H]1COC(=O)N1[C@@H]1C(=O)N([C@@H](CCC(=O)N2CCN(C3CCCC3)CC2)C(=O)N[C@@H]2CCCc3ccccc32)[C@@H]1/C=C/c1cccc(Br)c1	27	65	21	24	39	45	-15*	32	74
Cc1ccc(-c2cc(-c3ccccc3C)[nH]c(=O)c2C#N)s1	88	92	91	117	79	96	122	99	93
COc1cc(/C=N/NC(=O)COc2cc(=O)[nH]c3cc(C)ccc23)cc(OC)c1OC	81	102	103	103	103	103	104	97	103
Cc1ccc(C2CC(c3ccc(Nc4ccnc5cc(Cl)ccc45)cc3)=NN2C=O)cc1 (stereo unspecified)	50	60	19	65	88	68	42	70	85
C#Cc1ccc(-n2c(/C=C/c3ccc(O)cc3)nc3ncccc3c2=O)cc1	0.1*	83	54	110	86	34	109	92	59

Compound profiles, as listed above.
Listed for CC(C)(C)NC(N)=O : NCI-H522: 101; NCI-H23: 105; HCT-15: 109; COLO 205: 106; NCI-H322M: 101; SW-620: 93; HT29: 105; NCI-H460: 103; NCI-H226: 93
Listed for CCOC(=O)c1c(C)nc2c(c(C)c(Cl)n2Cc2ccccc2)c1N : NCI-H522: 55; NCI-H23: 87; HCT-15: 92; COLO 205: 106; NCI-H322M: 89; SW-620: 104; HT29: 82; NCI-H460: 101; NCI-H226: 87

6 entries from above, with two lines to a compound:
Every second line gives: NCI-H522	NCI-H23	HCT-15	COLO 205	NCI-H322M	SW-620	HT29	NCI-H460	NCI-H226
NCCC[C@H](N)CC(=O)NC1CNC(=O)[C@H]([C@H]2C[C@H](O)N=C(N)N2)NC(=O)/C(=C/NC(N)=O)NC(=O)[C@H](CO)NC(=O)[C@H](CO)NC1=O (stereo partly specified)
→ 104	x	104	109	114	103	105	106	99
CCn1cc(C(=O)NN2C(=O)c3ccccc3C2=O)c(=O)c2ccc(C)nc21
→ 100	97	100	113	99	98	104	99	107
Clc1ccc(-c2ccc(-n3ccnc3)nn2)cc1
→ 108	94	108	108	100	113	106	111	96
Nc1c(C(=O)Nc2cccc(Br)c2)sc2nc3c(cc12)C(=O)CCC3
→ -20*	34	33	-11*	65	25	8.2*	4.3*	75
O=C(Nc1ccc(-c2cc(C(=O)Nc3ccccn3)c3ncccc3n2)cc1)Nc1cc(C(F)(F)F)cc(C(F)(F)F)c1
→ 48	53	71	91	90	93	92	57	87
Nc1ncnc2nc(N3CCCCC3)[nH]c12
→ 97	97	102	101	112	104	93	107	98

Bioassay records (PubChem)
